# OXTR potentiator: human OXTR potentiators, primary screen, fluorescence, CHO-OTR cells, Fluo-8 calcium; AID 2445, 2010; actives 0.061% (n = 320,000); Fluo-8 calcium fluorescence, potentiator mode; 0% = oxytocin EC15, 100% = EC100; Oxytocin receptor (Homo sapiens), P30559; activation, % at 3 µM;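 active = activation above that plate's cutoff, the mean activation of tested compounds plus 3 SD, cut at about 6.6% in these data, passing the limit was not always enough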;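 note: 100% uses oxytocin at 75 nM as the full agonist control; some results filed as inactive read as strong as hits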
# Target sequence (P30559 whole entry, looked up): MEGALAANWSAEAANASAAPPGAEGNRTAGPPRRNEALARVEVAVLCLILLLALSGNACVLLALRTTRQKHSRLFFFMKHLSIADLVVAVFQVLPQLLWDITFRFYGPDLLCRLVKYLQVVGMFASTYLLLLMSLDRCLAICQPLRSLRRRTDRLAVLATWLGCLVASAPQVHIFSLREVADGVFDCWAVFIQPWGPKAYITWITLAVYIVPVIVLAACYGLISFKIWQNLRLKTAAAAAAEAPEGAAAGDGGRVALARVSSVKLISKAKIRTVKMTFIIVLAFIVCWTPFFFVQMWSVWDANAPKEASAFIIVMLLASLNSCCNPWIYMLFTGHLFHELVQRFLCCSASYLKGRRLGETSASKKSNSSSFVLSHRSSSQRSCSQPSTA
#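 System: human OTR in CHO cells; Also added: sub-maximal oxytocin, roughly EC15; Timing: compound 6 min at room temperature before oxytocin, 100 s read; Technique: Fluo-8 intracellular calcium fluorescence, ex 470-495, em 515-575 nm; Controls: oxytocin EC15 low and EC100 high; Replication: singlicate.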
# CHO parental Ca: ATP-evoked calcium signal inhibitors, parental CHO, primary screen, counter-screen for OX1R antagonist project, cell-based, fluorescence, Fluo-8 calcium dye; parental CHO-K1, ATP-induced calcium, Fluo-8 fluorescence; inhibition, % at 5.6 µM; actives 0.63% (n = 330,000);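 active = inhibition above that plate's mean sample inhibition plus 3 SD, cut at about 26% in these data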;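 note: 0% = ATP-challenged DMSO wells and 100% = DMSO wells without ATP; some compounds past the cut are filed as inactive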
#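 Test system: parental CHO cells; detection: calcium-sensitive Fluo-8 fluorescence; evaluation: percent inhibition of calcium signal; also added: ATP as calcium-mobilizing challenge; repeats: one well per compound; control set: ATP-challenged DMSO wells low, unchallenged DMSO wells high; compound: single nominal dose of 5.6 µM per compound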
# CHRM1 agonist: human M1 muscarinic receptor agonists, primary screen, Fluo-8 calcium fluorescence, CHO-K1 cells, HTS; actives 0.33% (n = 360,000); activation, % at 3 µM; Muscarinic acetylcholine receptor M1 (Homo sapiens), P11229; CHO-K1 hM1, agonist mode; 0% DMSO, 100% acetylcholine EC100; AID 588814, 2011;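 active = activation above the run's mean compound activation plus 3 SD, cut at about 16% in these data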;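 note: peak over basal fluorescence ratio within a 140 s kinetic read after compound addition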
# TAAR1 antag: human TAAR1 antagonists, primary screen, Fluo-8 calcium fluorescence, CHO RD-HGA16 cells. Trace amine-associated receptor 1 (Homo sapiens), Q96RJ0. antagonist. inhibition, % at 3 µM. actives 1.5% (n = 360,000). AID 624466, 2012;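 active = inhibition above a per-plate cutoff, the mean inhibition of test compounds on that plate plus 3 SD, cut at about 49% in these data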;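 note: 0% = DMSO plus EC80 beta-PEA response and 100% = DMSO alone without agonist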
# Target sequence (Q96RJ0 whole entry, looked up): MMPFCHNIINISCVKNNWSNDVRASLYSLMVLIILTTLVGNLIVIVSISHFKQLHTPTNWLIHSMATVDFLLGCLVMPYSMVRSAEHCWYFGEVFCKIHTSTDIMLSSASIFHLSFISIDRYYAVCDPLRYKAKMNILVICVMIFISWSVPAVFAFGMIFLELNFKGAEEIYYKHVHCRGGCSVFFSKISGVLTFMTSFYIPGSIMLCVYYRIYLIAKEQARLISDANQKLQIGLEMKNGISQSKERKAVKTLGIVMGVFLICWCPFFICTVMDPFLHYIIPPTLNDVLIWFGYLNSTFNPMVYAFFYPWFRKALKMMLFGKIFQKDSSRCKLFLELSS
#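 Material: RD-HGA16 CHO cells with stable hTAAR1 and Gα16; Dosing: single nominal final test compound concentration of 3 µM; Schedule: seeding 17-24 h prior, 75-min 37 °C, 30-min RT dye loading; Detection: kinetic Fluo-8 calcium fluorescence measurement; Measure: % inhibition from peak post-agonist over basal fluorescence ratio; Benchmarks: vehicle and agonist controls.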
# OXTR agonist: human OXTR agonists, primary screen, fluorescence, CHO-OTR cells, Fluo-8 calcium. Oxytocin receptor (Homo sapiens), P30559. Fluo-8 calcium fluorescence; normalized: DMSO 0%, oxytocin 100%. activation, % at 3 µM. actives 0.32% (n = 320,000). AID 2435, 2010;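 active = activation above the mean of all tested compounds plus 3 SD, cutoff set per screening run, cut at about 20% in these data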;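 note: peak over basal fluorescence ratio from a 100 s FLIPR kinetic read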
# V1R ag counter: agonists of human V1a receptor, primary screen, counter-screen for OXTR agonist project, fluorescence, CHO-V1R cells. Fluo-8 calcium fluorescence, agonist mode; 0% DMSO, 100% 3 nM vasopressin. activation, % at 3 µM. actives 0.25% (n = 320,000). AID 2797, 2010;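 active = activation above the mean activation of all tested compounds plus 3 SD, per screening run, cut at about 20% in these data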;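 note: signal is peak over basal fluorescence ratio across a 100 second FLIPR read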
# M1 antag: human M1 muscarinic receptor antagonists, primary screen, CHO-K1 cells, Fluo-8 calcium fluorescence, 1536-well. inhibition, % at 3 µM. CHO-K1 hM1, ACh EC80 antagonist. actives 1.3% (n = 360,000). AID 588852, 2011. Muscarinic acetylcholine receptor M1 (Homo sapiens), P11229;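 active = percent inhibition above its own plate's cutoff, namely the mean of that plate's compound wells plus 3 SD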;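 note: peak over basal fluorescence ratio during 140 s after agonist addition; 0% = ACh EC80 plus DMSO and 100% = DMSO alone without agonist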
# TAAR1 agonist: human TAAR1 agonists, primary screen, Fluo-8 calcium fluorescence, CHO RD-HGA16 cells; vehicle wells 0%, saturating PEA agonist 100%; activation, % at 3 µM; actives 0.99% (n = 360,000); AID 624467, 2012;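 active = activation above the mean activation of all test compounds in the run plus 3 SD, cut at about 38% in these data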
#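 Signal – calcium-sensitive Fluo-8 signal, excitation 470-495, emission 515-575 nm · System – RD-HGA16 (CHO) cells co-expressing Gα16 and hTAAR1 · Incubation – 17-24 h seeding, 75 min 37 °C dye, 30 min RT · Compound dosing – 3 µM single concentration · Repeats – no replicates (n 1)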
# M1 PAM: human M1 muscarinic receptor positive allosteric modulators, primary screen, CHO-K1 cells, Fluo-8 calcium fluorescence, 1536-well; actives 0.088% (n = 360,000); activation, % at 3 µM; CHO-K1 hM1, ACh EC20; 0% = ACh EC20, 100% = maximal ACh; AID 588819, 2011; Muscarinic acetylcholine receptor M1 (Homo sapiens), P11229; in the data active = activation above about 19%, passing the limit was not always enough
# * hit, by the source's call; . = no result given.
1: CCCC1=[N+](CC)CCn2c(C)ccc21
2: CCOC(=O)c1ccc(NC(=S)NCCc2ccccc2F)cc1
3: NS(=O)(=O)c1ccc2nc(NC(=O)c3ccc(Br)o3)sc2c1
4: Cc1ccc2c(c1)nnn2C1CCN(S(=O)(=O)c2ccc(C(=O)O)cc2)CC1
5: Cn1nc(C(=O)NNc2c(F)c(F)cc(F)c2F)c2ccccc2c1=O
6: Cc1cc(NC(=O)CSc2nc3ccsc3c(=O)n2Cc2ccccn2)n[nH]1

entry no.	1	2	3	4	5	6
OXTR potentiator	-2	-7	-8	1	-12	3
CHO parental Ca	-7	8	-8	-4	-19	-6
CHRM1 agonist	-9	0	-1	-4	1	-2
TAAR1 antag	-4	37	3	-2	-6	14
OXTR agonist	-0.5	6.8	-0.1	-0.8	5.7	-0.1
V1R ag counter	0.0	7.9	0.6	1.4	4.8	-0.1
M1 antag	0	61*	2	5	-4	2
TAAR1 agonist	9	70*	5	-1	18	8
M1 PAM	-2	-20	3	3	3	7

# Record cards, as listed above:
# CCCC1=[N+](CC)CCn2c(C)ccc21 across the screens: OXTR potentiator = -2; CHO parental Ca = -7; CHRM1 agonist = -9; TAAR1 antag = -4; OXTR agonist = -0.5; V1R ag counter = 0.0; M1 antag = 0; TAAR1 agonist = 9; M1 PAM = -2
# Cc1cc(NC(=O)CSc2nc3ccsc3c(=O)n2Cc2ccccn2)n[nH]1 across the screens: OXTR potentiator = 3; CHO parental Ca = -6; CHRM1 agonist = -2; TAAR1 antag = 14; OXTR agonist = -0.1; V1R ag counter = -0.1; M1 antag = 2; TAAR1 agonist = 8; M1 PAM = 7

# Next records follow:
7: O=C(c1ccccc1)C1CCN(C(=O)C2CCC(=O)N(Cc3ccccc3F)C2)CC1 (stereo not given)
8: COc1ccccc1/C=C/C(=O)OCC(=O)Nc1c(F)cccc1F
9: COc1ccc(C(=O)N2CCCC2(C)C(=O)NCC(C)C)cc1C(F)(F)F (stereo not given)
10: Cc1cc(NC(=O)CSc2ncnc3c2cnn3-c2cccc(Cl)c2)no1
11: CCNC(=O)CON=C1c2ccccc2-c2ccccc21
12: COc1ccc(Nc2cc3n(c(=O)n2)CCc2cc(OC)c(OC)cc2-3)cc1

entry no.	7	8	9	10	11	12
OXTR potentiator	-4	-1	.	-18	-4	-12
CHO parental Ca	-23	-11	.	0	-9	-5
CHRM1 agonist	-1	-8	-2	0	-9	-4
TAAR1 antag	10	10	-16	-12	-3	-6
OXTR agonist	1.3	-0.3	.	0.6	-2.1	-1.8
V1R ag counter	4.0	3.4	.	0.4	-0.2	0.2
M1 antag	-9	1	-8	0	11	2
TAAR1 agonist	0	9	2	1	-1	5
M1 PAM	5	2	3	0	-11	2

# Pulled by compound from the entries so far (five):
7: O=C(c1ccccc1)C1CCN(C(=O)C2CCC(=O)N(Cc3ccccc3F)C2)CC1 (stereo not given)
6: Cc1cc(NC(=O)CSc2nc3ccsc3c(=O)n2Cc2ccccn2)n[nH]1
3: NS(=O)(=O)c1ccc2nc(NC(=O)c3ccc(Br)o3)sc2c1
10: Cc1cc(NC(=O)CSc2ncnc3c2cnn3-c2cccc(Cl)c2)no1
4: Cc1ccc2c(c1)nnn2C1CCN(S(=O)(=O)c2ccc(C(=O)O)cc2)CC1

entry no.	7	6	3	10	4
OXTR potentiator	-4	3	-8	-18	1
CHO parental Ca	-23	-6	-8	0	-4
CHRM1 agonist	-1	-2	-1	0	-4
TAAR1 antag	10	14	3	-12	-2
OXTR agonist	1.3	-0.1	-0.1	0.6	-0.8
V1R ag counter	4.0	-0.1	0.6	0.4	1.4
M1 antag	-9	2	2	0	5
TAAR1 agonist	0	8	5	1	-1
M1 PAM	5	7	3	0	3

# Continuation.
13: O=C(C1CC1)N1CCc2cc(S(=O)(=O)NCc3ccccc3)ccc21
14: COc1ccccc1/C=C1\SC(=S)N(CCC(=O)NCCCN2CCOCC2)C1=O
15: COC(=O)C1=C(C)N(Cc2ccc(C)cc2)C(=O)C1
16: N#C/C(=N\Nc1ccc([N+](=O)[O-])cc1)C(N)=S
17: Cc1ccc(O)c(C(=O)c2cnc3c(c2)CN(CCC(C)C)C(=O)N3)c1
18: CC(C)(CO)NS(=O)(=O)c1ccc2c(c1)oc(=O)c1cc(S(=O)(=O)NC(C)(C)CO)ccc12

entry no.	13	14	15	16	17	18
OXTR potentiator	-10	4	-1	-22	-10	-1
CHO parental Ca	4	-22	-21	8	-28	-6
CHRM1 agonist	3	-13	-6	6	-4	2
TAAR1 antag	37	7	7	-30	2	-10
OXTR agonist	7.2	0.9	-0.9	15	-2.6	0.1
V1R ag counter	6.5	0.3	-1.1	9.8	-1.3	0.5
M1 antag	5	-17	-3	-2	1	-3
TAAR1 agonist	68*	-1	2	5	9	0
M1 PAM	-5	15	5	2	-1	0

19: CC(C)Oc1ccc(C2CC(=O)NC3=C2C(=O)CCC3)cc1 (stereo not given)
20: O=C(Nc1cccc(C(=O)Nc2ccc(F)cc2F)c1)c1ccccc1
21: COCCCNc1nc(CC(C)C)nc2c1nnn2Cc1ccccc1
22: Cn1cc(C[C@H](NC(=O)OC(C)(C)C)C(=O)N[C@H](CO)Cc2ccccc2)c2ccccc21
23: Cc1cc(Cl)ccc1N1C(=O)CC(SCCC(=O)O)C1=O (stereo not given)
24: CCOC(=O)c1cnc(SC)nc1N1CCCC1

entry no.	19	20	21	22	23	24
OXTR potentiator	-6	-2	-7	-9	-7	-13
CHO parental Ca	6	-6	-29	-30	-3	4
CHRM1 agonist	-2	-3	-1	-2	-2	-9
TAAR1 antag	6	15	-35	7	-6	5
OXTR agonist	2.0	0.2	-2.2	-1.7	0.0	8.0
V1R ag counter	2.5	4.3	-0.8	2.1	1.1	-0.9
M1 antag	-7	-14	-10	-2	-20	2
TAAR1 agonist	17	7	0	5	0	5
M1 PAM	4	1	1	8	5	9

# Quoted from the listing.
# entry 4 in M1 PAM is listed with 3
# entry 10 in TAAR1 antag is listed with -12
# entry 17 in TAAR1 antag is listed with 2
# entry 18 in M1 PAM is listed with 0
# entry 16 in M1 PAM is listed with 2
# entry 13 in CHRM1 agonist is listed with 3
# entry 2 in TAAR1 antag is listed with 37

# Carrying on:
25: Cc1ccc(-n2nc3c(c2NC(=O)c2c(-c4ccccc4Cl)noc2C)CSC3)cc1
26: Cc1coc2c(C)c3oc(=O)c4c(c3cc12)CCCC4
27: CC1CC2=C(CC1/C=N/NC(N)=S)C(C)(C)CCC2 (stereo not given)
28: COc1ccc(CN2CC[C@H]3C=CC[C@@H](C(=O)Nc4ccc(Cl)c(C(F)(F)F)c4)[C@H]3C2=O)cc1OC
29: O=C(CSc1nnc(-c2ccc(Cl)s2)o1)N1CCCc2ccccc21
30: COc1ccc(C(=O)Nc2cccc(NC(=O)c3ccc(OC)c(OC)c3)n2)cc1OC

entry no.	25	26	27	28	29	30
OXTR potentiator	1	5	-10	-9	.	-13
CHO parental Ca	-16	-22	-3	-26	.	-5
CHRM1 agonist	.	-9	-9	-12	-4	-3
TAAR1 antag	.	1	-7	17	10	62*
OXTR agonist	-0.6	-1.4	-2.7	-0.8	.	3.4
V1R ag counter	-0.4	-0.3	-0.8	0.4	.	-0.1
M1 antag	.	2	27	-9	2	21
TAAR1 agonist	.	7	7	14	18	25
M1 PAM	.	-16	-22	6	-1	-7

# M1 antag: what is marked active above.
entry | mol | OXTR potentiator | CHRM1 agonist | M1 antag | M1 PAM
2 | CCOC(=O)c1ccc(NC(=S)NCCc2ccccc2F)cc1 | -7 | 0 | 61* | -20

# (list continues)
31: COc1cc(OC)cc(C(=O)NN2CCCCC2)c1
32: COc1ccc(NC(=O)c2ccc(-c3ccc([N+](=O)[O-])cc3)o2)cc1
33: CCOC(=O)C1(Cc2cccc(OC)c2)CCCN(Cc2cnn(C)c2)C1 (stereo not given)
34: CN1C(C(=O)Nc2ccc(OC(F)(F)F)cc2)=CC(c2ccc3c(c2)OCO3)=NS1(=O)=O
35: O=C(c1ccc(Cl)s1)N1CCN(c2ccccc2)CC1
36: Cc1ccccc1C(=O)N(C)c1ccccc1C(=O)NCc1ccccc1

entry no.	31	32	33	34	35	36
OXTR potentiator	-4	0	-11	-4	-5	6
CHO parental Ca	-13	-8	-10	-5	-4	-9
CHRM1 agonist	-1	-6	-10	-3	-5	0
TAAR1 antag	17	8	-4	-20	-6	-15
OXTR agonist	-0.2	-1.6	-0.3	-1.2	-1.9	-0.4
V1R ag counter	0.3	3.0	-0.5	1.1	-1.1	0.8
M1 antag	3	-21	-9	8	-17	-12
TAAR1 agonist	7	1	2	-2	-2	7
M1 PAM	3	7	6	-9	12	4

37: O=C(Nc1nc2c(ccc3ccccc32)s1)c1ccco1
38: COCCN(C(=O)COC(=O)C1(c2ccccc2)CC1)c1c(N)n(CC(C)C)c(=O)[nH]c1=O
39: Nc1c(C=C2C=CC(=O)C=C2)c(=O)nc2snc(SCc3ccccc3)n12
40: OCCNc1ncnc2c1nnn2Cc1ccccc1
41: COCCn1c(C)cc(C(=O)COC(=O)c2[nH]c(C)c(C(C)=O)c2C)c1C
42: CCOc1cc(S(=O)(=O)NCC2OCCc3ccccc32)c(OCC)cc1-n1cnnn1 (stereo not given)
43: CC(=O)N(c1ccc2oc(=O)sc2c1)S(=O)(=O)c1cccs1
44: Cc1ccc(CSCC(=O)NCc2ccco2)cc1

entry no.	37	38	39	40	41	42	43	44
OXTR potentiator	-11	4	-14	.	-12	-2	3	-6
CHO parental Ca	-20	-4	-8	.	-21	-18	4	9
CHRM1 agonist	-3	-2	1	-2	0	-7	-5	-6
TAAR1 antag	5	-15	-19	-17	4	0	4	23
OXTR agonist	-1.8	0.7	0.2	.	13	-1.6	0.5	-2.3
V1R ag counter	-0.8	0.6	1.3	.	8.3	0.0	1.8	0.0
M1 antag	-11	-8	-20	-10	20	8	9	-11
TAAR1 agonist	1	3	-2	2	7	0	4	-1
M1 PAM	6	9	17	8	-14	-5	0	6

# Screening results as filed in PubChem.
